# aSyn yeast inh – alpha-synuclein toxicity inhibition in yeast; Yeast expressing alpha-synuclein, growth rescue, BacTiter-Glo, 24 h; hit rate 0.14% among 370,000; Potency, µM (top dose mostly 46.1 µM), for the others: at the highest dose growth rescue (activation), hits mostly activators; further: potency means the concentration at half of the fitted maximal effect; % of control where 0% means no effect; nearly all actives have a fitted effect of over 65% in size
#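 Galactose-induced alpha-syn yeast (OD600=0.02, raffinose-pregrown) + pinned cpd, 24 hr, 30 deg C; growth by BacTiter-Glo luminescence. Growth restoration scores as activation.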
# TDP-43 yeast inh – inhibitors of TDP-43 toxicity in yeast. TDP-43 expressing yeast growth rescue, BacTiter-Glo, 24 h. Potency, µM (titrated, usually from 46.1 µM), inactives show at the highest dose growth rescue (activation), most hits filed as activators. hit rate 1.8% among 410,000. AID 652104; further: potency means the concentration at half of the fitted maximal effect; % of control where 0% means no effect; nearly all actives have a fitted effect of over 50% in size
#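 Growth rescue of TDP-43-toxic yeast measured as ATP luminescence (BacTiter-Glo). Cells grown to mid-log in raffinose, induced in galactose at OD600=0.02, exposed to compound 24 hr at 30 deg C.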
# DRD3 antagonist – D3 dopamine receptor (human) antagonism | hit rate 2.5% among 360,000 | D3R cells, DiscoveRx beta-arrestin luminescence, antagonist mode; hits give low values | P35462 | max response, negative = inhibition, %; in the data active means max response below about -50%; inconclusive means no clear call, values can overlap the other calls; further: on the % scale 0 is the no-effect control and ±100 the full control effect; mostly tested at two doses, the higher about 12 µM
# Target sequence (P35462 whole entry, looked up): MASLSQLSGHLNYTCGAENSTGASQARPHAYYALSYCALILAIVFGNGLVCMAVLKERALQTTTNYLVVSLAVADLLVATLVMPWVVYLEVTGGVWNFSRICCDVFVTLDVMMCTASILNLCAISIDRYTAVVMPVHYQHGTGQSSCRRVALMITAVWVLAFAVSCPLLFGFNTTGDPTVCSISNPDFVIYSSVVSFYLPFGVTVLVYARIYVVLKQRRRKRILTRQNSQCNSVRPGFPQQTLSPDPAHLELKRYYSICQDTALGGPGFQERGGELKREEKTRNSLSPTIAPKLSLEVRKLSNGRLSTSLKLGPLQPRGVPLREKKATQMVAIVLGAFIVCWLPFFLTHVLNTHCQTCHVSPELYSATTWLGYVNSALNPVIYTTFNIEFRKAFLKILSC
#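 Cells expressing the human receptor were seeded at 1500 cells/well, incubated overnight at 37 degrees C in 5% CO2, then exposed to library compounds with dopamine controls for 90 minutes at 37 degrees C before luminescent detection.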
# Abeta rescue – restores growth of yeast expressing A-beta42 peptide. yeast expressing A-beta42, growth rescue, OD600, 48 h; response scale: 0% DMSO, 100% iron-clioquinol control. Potency, µM (series often up to 46.1 µM), for inactives: at the highest dose growth rescue, hits mostly activators. hit rate 0.063% among 410,000. AID 1347071; further: potency means the concentration at half of the fitted maximal effect; nearly all actives have a fitted effect of over 55% in size
#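 Yeast A-beta toxicity model in growth medium with pinned compounds, 48 h at 30 C; growth read as absorbance at 600 nm. Normalized to FeCl3/clioquinol equimolar mix (positive) and DMSO (negative).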
# EPAC2 agonist – activates human EPAC2 exchange factor. Q8WZA2. EPAC2 activation, biochemical qHTS; response scale: 100% = 6.5 mM cAMP response. Potency, µM (titrated, usually from 154 µM), inactives show at the top dose activation, hits mostly activators. hit rate 0.079% among 360,000; further: potency means the concentration at half of the fitted maximal effect; nearly all actives have a fitted effect of over 50% in size
#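 Fluorescence exchange assay: 100 nM EPAC2 with 250 nM RAP1B-BODIPY-GDP and 50 uM GDP; compounds tested as a concentration-titration series (qHTS). Loss of Rap1-bound BODIPY-GDP fluorescence read at 480/540 nm; data normalized to 6.5 mM cAMP.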
# FUS suppressor – suppressors of FUS proteinopathy in yeast; hit rate 0.24% among 390,000; Potency, µM (highest dose often 76.6 µM), without a hit: top-dose growth rescue (activation), most hits filed as activators; AID 1347120; S. cerevisiae FUS-expressing, growth rescue, OD600, 24 h;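 further: potency means the concentration at half of the fitted maximal effect; plate controls were DMSO vehicle for no effect and reference control for full effect; nearly all actives have a fitted effect of over 55% in size; some results filed as inactive show a strong effect at the top dose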
#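 S. cerevisiae expressing FUS from galactose induction served as the toxicity model. Growth after 24hr at 30C, read as absorbance at 600 nm, indicates suppression of toxicity; compounds dosed at several concentrations.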
# DRD3 agonist – agonists of human D3 dopamine receptor | P35462 | D3R DiscoveRx beta-arrestin cells, luminescence, 90 min | max activation, % | hit rate 0.58% among 410,000 | AID 652048; in the data active means max activation above about 30%; further: 0% is about no effect; mostly tested at two doses, the higher about 12 µM
#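 Agonist mode: compounds and dopamine controls were applied to plated cells for 90 min at 37 degrees C after an overnight attachment at 1500 cells/well. Luminescent read-out followed 30 - 60 minutes at room temperature with DiscoveRx detection reagent.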
# EPAC2 antagonist – antagonists of human EPAC2; Q8WZA2; EPAC2 GEF exchange of Rap1B-BODIPY-GDP, fluorescence; Potency, µM (doses to about 114 µM), inactives show top-dose activity, negative = inhibition, actives largely listed as inhibitors; hit rate 0.18% among 360,000; further: potency means the concentration at half of the fitted maximal effect; on the % scale 0 is the no-effect control and ±100 the full control effect; nearly all actives have a fitted effect of over 45% in size; many of its hits are not listed in these tables
# An asterisk follows results filed as active; ? = inconclusive; . = no result given; [ ] = another dose, or the depositor's remark. Unless noted, the call rests on the fitted dose curve; in most records, active means well fitted curve in the direction sought with a large enough effect; inconclusive means small, poorly fitted or top-dose-only effect, or another doubt; inactive means no such curve, though single readings can be large; an effect the other way counts as inactive or inconclusive. Only part of the results is shown, so the mix of outcomes need not match the whole.
SMILES,aSyn yeast inh,TDP-43 yeast inh,DRD3 antagonist,Abeta rescue,EPAC2 agonist,FUS suppressor,DRD3 agonist,EPAC2 antagonist
O=C(Nc1ccc2c(c1)OCO2)C1CCCN1C(=O)Nc1ccccc1F (stereo unspecified),0%,-13%,9,15%,-1%,16%,5,3%
COCCNC(=O)c1ccc2nc(Cc3ccccc3)oc2c1,.,23%,.,-17%,.,1%,11,.
COC(=O)C1=CN(CC2CCCO2)C=C(C(=O)OC)C1c1ccccc1C(F)(F)F (stereo unspecified),6%,12%,6,18%,-19%,5%,3,8%
COc1ccccc1S(=O)(=O)N(C)C[C@H]1OCc2cnnn2CCCC(=O)N([C@@H](C)CO)C[C@H]1C,1%,-4%,-19,-7%,14%,-16%,-4,5%
O=C(Oc1cccc(-n2cnnn2)c1)c1ccco1,12%,-23%,-21,?,0%,1%,5,27%
CCCCN1C(=O)C(O)(CC(=O)c2ccc(C)cc2C)c2cc(Br)ccc21 (stereo unspecified),.,9%[9.22 µM],.,28%,.,36%,4,.
Cc1ccc(C)c(NC(=O)c2cc([N+](=O)[O-])cc([N+](=O)[O-])c2)c1,-10%,4%,25,?,1%,11%,17,0%
Cc1ccc(-c2nnc(SCC#CCOC(=O)c3ccco3)o2)cc1,13%,?,-7,-3%,13%,39%,-4,-1%
CCCCN1C(C(=O)c2ccccc2)=C(OC(C)=O)c2ccccc2S1(=O)=O,.,4%,.,-79%[inhibitor],.,18%,-6,.
O=C1/C(=C/c2ccccc2)Nc2ccccc21,-16%,-14%,-25,-93%[inhibitor],3%,26%,-17,0%
CCOc1cc(N2CCOCC2)c(OCC)cc1NC(=O)C(NC(=O)c1ccco1)C(C)C (stereo unspecified),-1%,4%,13,15%,2%,1%,2,-3%
COCc1cc(=O)n2[nH]c(N)nc2n1,0%,0%,2,3%,7%,-14%,3,-6%
CC(C)CCOc1ccc(Cn2c(=O)oc3ccccc32)cc1,.,15%,.,-15%,.,-14%,-6,.
O=C(NNS(=O)(=O)c1ccccc1)C1CCN(S(=O)(=O)c2ccccc2)CC1,2%,0%,7,18%,4%,-1%,1,7%
O=C(CCSCc1ccccc1F)N1CCN(c2ccc(F)cc2)CC1,.,11µM*,.,2%,.,31%,1,.
COc1ccc(CCNC(=O)c2ccc(Cl)cc2Cl)cc1OC,2%,?,-7,17%,-3%,-30%,-3,-10%
Cc1ccc(-c2nnn(CC(=O)N(Cc3cccs3)C(C(=O)NC3CCCC3)c3ccco3)n2)o1 (stereo unspecified),-2%,22%,-19,-5%,12%,45%,-2,-7%
COC(=O)c1[nH]c2cccc(C)c2c1NC(=O)CN1CCCc2ccccc21,0%,-20%,-14,-11%,-7%,?,-9,3%
O=C(Nc1cccc(Cl)c1)c1cccc(N2C(=O)C3CC=CCC3C2=O)c1 (stereo unspecified),-1%,2%,-14,6%,22%,38%,-10,-10%
COc1ccc(OCC(=O)OC(C)CN2CCOCC2)cc1 (stereo unspecified),-4%,-5%,90,-3%,2%,-15%,0,8%
Cc1cccc(NC(=O)CNC(=O)CSc2nc(N)cc(N)n2)c1C,-9%,-11%,0,5%,7%,-8%,5,3%
Cc1sc2nc[nH]c(=O)c2c1-c1ccc(F)cc1,-5%,6%,0,-13%,1%,?,0,-2%
COc1cc(NC(=O)c2c(C)nn(-c3ccc(F)cc3)c2-n2cccc2)cc(OC)c1,1%,13%,.,-8%,.,-1%,5,.
Cc1ccc(Nc2cccccc2=O)cc1,-6%,9%,?,-9%,12%,3%,-3,-2%
COc1cccc(C2=NO[C@@H]3C(=O)N(c4ccc5c(c4)OCCO5)C(=O)[C@H]23)c1OC,-1%,-3%,-27,2%,-8%,33%,3,8%[57.1 µM]
C/C(Cl)=C/Cn1c(N2CCCC2)nc2c1c(=O)[nH]c(=O)n2C,-6%,-12%,5,-1%,-1%,23%,6,-4%
CN1CCN(CCOc2ccc(Cl)c(Cl)c2)CC1,-1%,-28%,-11,-15%,7%,8%,4,13%
COc1ccc(Cl)cc1C(=O)NNC(=O)COC(=O)CCN=C1NS(=O)(=O)c2ccccc21,-1%,20%,-108*,-2%,-2%,12%,-65,6%
Cc1cc(C)c2ccc(=S)[nH]c2n1,18%,0%,4,?,7%,12%,20,4%
CCCNc1nc(=S)n(-c2ccccc2)c(C)c1C(C)=O,-2%,-25%,-9,-9%,20%,22%,-1,16%
COc1ccccc1/C=C/C=N/NC(=O)Cc1cccn1C,3%,-24%,-8,1%,4%,.,-5,14%
COC(=O)C1=C(C)N(C)C(=O)NC1c1ccccc1 (stereo unspecified),3%,-2%,-1,18%,-1%,-7%,-5,-2%
Cc1cccc(NC(=O)C(CC(C)C)NC(=O)C2CCC(C)CC2)n1 (stereo unspecified),-14%,-7%,1,-4%,-6%,-1%,2,13%
COc1cc(CN2CCN(C(=O)CC(C)C)CC2)cc(OC)c1O,3%,-14%,-20,-4%,7%,11%,6,7%
COc1cccc(CNC(=O)[C@@H]2CCCN2C(=O)[C@@H]2CCCN2C(=O)c2cccc(OC)c2)c1,-2%,5%,7,-7%,3%,-8%,3,1%
O=c1c(O)cccc2cc(O)c(O)c(O)c12,-4%,-4%,-7,-46%[inhibitor],-3%,1%,6,1%
OCCNCCOc1ccccc1F,-2%,0%,-3,-4%,-10%,-33%,-6,17%[57.1 µM]
O=C(Nc1ccccc1)c1ccccc1CSc1ccccc1,2%,3%,-1,-6%,3%,-35%,0,10%
COc1ccccc1OCCCCn1ncc2ccc(OC)c(OC)c2c1=O,9%,25%,13,1%,4%,-3%,1,-7%
Cc1ccc(CNC(=O)c2ccccc2-n2cnnn2)cc1,-4%,-47%[inhibitor],-3,-19%,-4%,29%,-6,9%
O=C(COC(=O)CCSc1ccc(Cl)cc1)NCc1ccccc1Cl,17%,?,-9,8%,21%,.,-6,-16%
Cc1ccc(Cl)cc1N1CCN(C(=O)C2CCCN(S(=O)(=O)c3cnc[nH]3)C2)CC1 (stereo unspecified),0%,7%,?,2%,5%,20%,-7,-13%
O=C(c1cccc(S(=O)(=O)N2CCOCC2)c1)N(Cc1nnc(-c2ccccc2Cl)o1)C1CC1,-2%,-6%,0,-2%,6%,34%,11,1%
O=C1OCCC1Sc1nc2ccccc2s1 (stereo unspecified),-1%,-1%,0,-13%,9%,3%,-7,0%
Cc1ccc2ccc(C)[n+](CCCS(=O)(=O)[O-])c2c1,-4%,?,-2,-11%,12%,-28%,-5,-5%
COc1ccc(N(CC(=O)N/N=C/c2ccc(C(=O)O)cc2)S(=O)(=O)c2ccc(NC(C)=O)cc2)cc1,-1%,25%,32,-4%,3%,0%,-4,-11%
O=C(NCc1ccccc1)C1c2ccccc2OCC(=O)N1C1CC1 (stereo unspecified),3%,0%,3,1%,4%,-15%,5,2%
Cc1ccc(Cl)cc1N1CCN(C(=O)c2cn(C)c(=O)c3c2c2ccccc2n3C)CC1,18%,-10%,1,1%,22%,-9%,15,-10%
Cc1cccc(NC(=O)COC(=O)c2cc3ccccc3oc2=O)c1,0%,10%,6,-8%,9%,-29%,0,12%
CCCOc1ccc(Cc2c(Cl)nc(SC)nc2OC)cc1,-5%,16%,-3,12%,2%,0%,1,-6%
O=S(=O)(NC1=NCCCCC1)c1ccc(Cl)cc1,1%,11%,11,-11%,2%,-17%,1,-3%
Cn1c(=O)[nH]c(=O)c2c1nc(NCCc1ccccc1)n2Cc1ccc(F)cc1,.,14%,.,-9%,.,5%,1,.
CCCS(=O)(=O)Nc1c(OC)ccc2c1c(C(=O)OCC)c(C)n2C,10%,0%,-22,1%,12%,.,-10,-1%
Cc1ccc(Sc2ncccc2C(=O)N(C)Cc2cccs2)c(C)c1,-18%,20%,-21,-34%,3%,8%,-11,?
Cc1ccc(S(=O)(=O)N2CCC(C(=O)OC(C)C(=O)NCc3ccccc3)CC2)cc1C (stereo unspecified),1%,?,-26,-6%,-2%,.,-44,-11%
O=C(NNc1cccc(Cl)n1)C(F)(F)F,0%,-20%,-25,-8%,4%,-9%,-6,13%
Cc1nn(-c2ccccc2)nc1CNC(=O)C1CCC1,2%,3%,-7,6%,5%,6%,1,-9%
Cc1cc(C)cc(-n2ccnc2SCC(=O)O)c1,-3%,-1%,7,7%,3%,0%,-1,-1%
O=C(NCCc1ccccc1)C1CC(=O)N(CCc2ccccc2)C1 (stereo unspecified),-11%,2%,-15,2%,13%,-4%,0,1%
COc1cccc(NC(=O)Nc2cc(Cl)ccc2C)c1,-8%,1%,-9,-10%,-4%,16%,-10,-10%

# Later entries.
SMILES,aSyn yeast inh,TDP-43 yeast inh,DRD3 antagonist,Abeta rescue,EPAC2 agonist,FUS suppressor,DRD3 agonist,EPAC2 antagonist
Cc1ccc(S(=O)(=O)N2CCC(C(=O)Nc3nnc(COc4ccccc4)s3)CC2)cc1,-12%,-24%,8,0%,13%,.,-10,15%
O=C(CSc1nc2ccccc2[nH]1)Nc1nc(-c2ccc(Br)cc2)cs1,1%,3%,54,-16%,5%,1%,3,-2%
c1ccc(Nc2nc(N3CCOCC3)nc(N3CCOCC3)n2)cc1,11%,?,?,26%[9.22 µM],7%,-41%,-4,-3%
Cc1cccc(CC(=O)N2CC(=O)Nc3ccc(F)cc3C2c2ccccc2)c1 (stereo unspecified),.,16%,.,12%,.,33%,8,.
O=C(O)CCC(=O)Nc1ccc(/C=C/C(=O)C2CC2)cc1,1%,5%,13,-4%,3%,-3%,5,6%
COc1ccccc1NC(=O)c1cccc(NC(=O)c2ccco2)c1,-7%,1%,-27,11%[9.22 µM],5%,-36%,6,10%
O=C(NCC1CCCO1)c1cc2c([nH]c3ccccc32)c(-c2cccc(Br)c2)n1 (stereo unspecified),16%,10µM*,102,8%,9%,?,-9,-2%
COc1cccc(C(=O)NC(c2ccccc2)C2CCCC2)c1 (stereo unspecified),4%,10%,15,9%,-13%,0%,1,-4%

# In the list so far, two have a CF3 group.
SMILES,aSyn yeast inh,TDP-43 yeast inh,DRD3 antagonist,Abeta rescue,EPAC2 agonist,FUS suppressor,DRD3 agonist,EPAC2 antagonist
COC(=O)C1=CN(CC2CCCO2)C=C(C(=O)OC)C1c1ccccc1C(F)(F)F (stereo unspecified),6%,12%,6,18%,-19%,5%,3,8%
O=C(NNc1cccc(Cl)n1)C(F)(F)F,0%,-20%,-25,-8%,4%,-9%,-6,13%

# High-throughput results: PubChem, National Center for Advancing Translational Sciences (NCATS)
